KDM5B inh: KDM5B demethylase inhibition | Potency, µM (titrated, usually from 57.7 µM), without a hit: at the top dose activity change, negative = inhibition, actives largely listed as inhibitors | KDM5B demethylase, FDH-coupled NADH fluorescence (FDH is formaldehyde dehydrogenase) | 220,000 compounds, 2.6% hits | AID 1347165 | Q9UGL1; active = well fitted inhibition curve with a large enough effect; inconclusive = small, poorly fitted or top-dose-only effect; inactive = no such curve, though single readings can be large or run the other way; also: 0% is about no effect; nearly all actives have a fitted effect of over 70% in size
Target sequence (Q9UGL1 whole entry, looked up): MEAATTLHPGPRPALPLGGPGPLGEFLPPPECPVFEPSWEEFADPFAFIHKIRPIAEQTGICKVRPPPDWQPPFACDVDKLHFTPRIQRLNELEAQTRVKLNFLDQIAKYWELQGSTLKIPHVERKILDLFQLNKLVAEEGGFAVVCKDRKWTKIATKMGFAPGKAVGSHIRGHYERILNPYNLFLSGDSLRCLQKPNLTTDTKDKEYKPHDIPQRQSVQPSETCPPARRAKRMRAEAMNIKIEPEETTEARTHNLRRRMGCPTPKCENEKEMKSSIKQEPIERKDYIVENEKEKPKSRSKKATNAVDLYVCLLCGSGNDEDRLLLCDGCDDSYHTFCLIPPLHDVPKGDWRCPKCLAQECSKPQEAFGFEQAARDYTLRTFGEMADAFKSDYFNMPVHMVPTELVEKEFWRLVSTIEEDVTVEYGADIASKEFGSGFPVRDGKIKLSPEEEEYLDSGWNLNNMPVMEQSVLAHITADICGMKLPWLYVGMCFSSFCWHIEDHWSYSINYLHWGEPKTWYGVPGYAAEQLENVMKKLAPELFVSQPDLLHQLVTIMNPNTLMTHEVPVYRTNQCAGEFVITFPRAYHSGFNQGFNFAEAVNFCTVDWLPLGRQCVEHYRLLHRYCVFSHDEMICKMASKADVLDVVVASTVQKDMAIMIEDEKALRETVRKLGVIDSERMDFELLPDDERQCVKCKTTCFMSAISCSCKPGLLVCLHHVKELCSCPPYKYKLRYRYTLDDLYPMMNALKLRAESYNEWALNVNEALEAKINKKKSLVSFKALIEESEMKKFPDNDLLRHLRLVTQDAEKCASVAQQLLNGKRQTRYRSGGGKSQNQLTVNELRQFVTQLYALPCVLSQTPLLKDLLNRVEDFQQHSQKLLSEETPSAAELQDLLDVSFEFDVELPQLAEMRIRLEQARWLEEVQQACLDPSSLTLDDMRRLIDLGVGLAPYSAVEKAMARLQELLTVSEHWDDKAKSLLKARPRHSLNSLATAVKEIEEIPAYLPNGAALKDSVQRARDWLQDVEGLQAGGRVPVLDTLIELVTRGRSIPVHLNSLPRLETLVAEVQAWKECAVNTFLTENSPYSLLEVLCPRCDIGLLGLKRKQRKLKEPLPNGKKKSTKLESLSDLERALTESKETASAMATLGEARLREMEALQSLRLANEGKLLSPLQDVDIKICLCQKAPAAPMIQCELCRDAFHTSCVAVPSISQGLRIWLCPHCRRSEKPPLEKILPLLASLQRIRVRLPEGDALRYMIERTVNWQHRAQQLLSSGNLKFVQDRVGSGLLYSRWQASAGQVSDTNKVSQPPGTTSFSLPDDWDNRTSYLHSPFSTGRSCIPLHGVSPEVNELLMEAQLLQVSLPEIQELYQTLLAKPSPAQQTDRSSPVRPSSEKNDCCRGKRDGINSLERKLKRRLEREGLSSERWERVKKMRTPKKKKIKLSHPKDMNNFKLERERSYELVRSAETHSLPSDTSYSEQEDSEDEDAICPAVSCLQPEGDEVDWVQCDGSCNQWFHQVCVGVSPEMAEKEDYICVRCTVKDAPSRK
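Inhibition is measured as reduced NADH fluorescence generation from FDH coupling to formaldehyde release. Truncated KDM5BΔAP at 200 nM final acts on H3K4me3 peptide (12.5 µM in substrate mix) in pH 7.5 HEPES buffer with Tween-20, 30 min, room temperature.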
Numbers without * were called inactive; i = inactive; ? = inconclusive; & = joins results of further samples; [ ] = dose if it differs, or a comment. Potency is read from the fitted curve at half-maximal effect. A portion of the library (hit frequency here may not be typical).

Start of the data: the first 2 records (preview)
Structure,KDM5B inh
Cn1c(=O)c2c(nc(Nc3ccc(Cl)cc3Cl)n2CC(=O)O)n(C)c1=O,17%
O=C(Nc1ccccc1F)N1CCCC1c1cccnc1 (centres undefined),-20%

All compounds of this part (from the top)
Structure,KDM5B inh
Cn1c(=O)c2c(nc(Nc3ccc(Cl)cc3Cl)n2CC(=O)O)n(C)c1=O,17%
O=C(Nc1ccccc1F)N1CCCC1c1cccnc1 (centres undefined),-20%
CCCCNC(=O)c1ccc(CS(=O)(=O)c2ccccc2OC)o1,-5%
CNC(=O)[C@@H](c1ccccc1F)N1CCC[C@H]1C(=O)NCC(C)C,?
Nc1ncccc1CN1CC(COc2ccccc2)C2(C1)CN(c1ccccc1)C2 (centres undefined),?
CCC(Nc1ccc(-c2nc(-c3cccnc3)no2)cc1[N+](=O)[O-])c1ccccc1 (centres undefined),4%
CCOC(=O)COc1ccc2c(C)c(-c3ccc(OC)c(OC)c3)c(=O)oc2c1,-6%
COCc1cn([C@H]2CO[C@H]3[C@@H]2OC[C@H]3OC(=O)Nc2ccc(C(C)(C)C)cc2)nn1,12%[86.2 µM]

Carrying on:
Structure,KDM5B inh
Clc1ccc(-c2onc3ccc(C4OCCO4)cc23)cc1,5%
O=C1NC(=NC2CCCC2)C2(CCN([S+](=O)([O-])c3cccs3)C2)N1c1cccnc1 (centres undefined),19%[115 µM]
O=C(Cn1c(=O)oc2ccccc21)N1CCC(c2noc(-c3cccnc3)n2)C1 (centres undefined),-5%
COc1ccc(C(=O)NC2Cc3ccccc3C2)cc1,12%
O=C(COc1ccc2c(-c3ccccc3)cc(=O)oc2c1)NCCN1CCOCC1,3%
O=C(CCN1C(=O)/C(=C/c2ccccc2Cl)SC1=S)Nc1ccccc1C(=O)O,-11%
CN(C)C(=O)COc1ccc(NC(=O)c2nn(C)c(=O)c3ccccc23)cc1,-10%
COc1cccc(NC(=O)c2ncoc2-c2cccs2)c1,-6%

Further entries.
Structure,KDM5B inh
CN(C1CCc2nn(CC3CC3)c(=O)n2CC1)S(=O)(=O)Cc1ccccc1 (centres undefined),-28%
Oc1ccccc1-c1ccnc2cc(-c3ccccc3)nn12,?
N[C@H]1CN(c2cncc(C(=O)N3CCCCC3)n2)C[C@@H]1C1CC1,28µM*
Cc1cccc(-c2cc(C(=O)O)c3ccc(Br)cc3n2)c1,-22%
CC(=O)N1CCCc2cc(S(=O)(=O)N(C)CC(=O)Nc3ccc(F)c(Cl)c3)ccc21,-20%
Cc1ccc(S(=O)(=O)N2CCCc3cc(NS(=O)(=O)c4cccc(Cl)c4)ccc32)cc1,-25%
Cn1c(NC(=O)c2ccco2)c(-c2cccc(C(F)(F)F)c2)c(=O)c2ccccc21,?
Cc1cnc(CCNS(=O)(=O)c2ccc(C#N)cc2)n1C1CC1,4%

Continued.
Structure,KDM5B inh
O=C(Cn1ncc2c3ccccc3n(Cc3ccc(Cl)cc3)c2c1=O)NCc1ccccn1,-7%
CCCCC(O)(CCCC)C(=O)NN(C(=O)c1cccnc1Cl)c1ccccc1,7%
CN(c1ccccc1)c1cc(=O)c2ccnc(-c3cncnc3)c2o1,?
O=C(Nc1cccc(F)c1)N1C[C@@H]2C[C@H](C1)c1c(-c3cc4ccccc4s3)ccc(=O)n1C2,?
CN(C)C(=O)c1ccc(OC2CCN(C(=O)c3ccoc3)CC2)nc1,0%
Cc1noc(C)c1S(=O)(=O)N1CCC2(CC1)N(CC1CC1)C(=O)CS2=O (centres undefined),1%
Cc1cc(C)c(S(=O)(=O)NCCc2cc3c(C)ccc(C)c3[nH]c2=O)c(C)c1,-20%
COc1cccc(CNC(=O)N2CCC(C3CCN(C(C)=O)CC3)C2)c1 (centres undefined),22%

Next structures follow.
Structure,KDM5B inh
Cc1cc(C)n(-c2nc3ccccc3nc2N2CCN(C)CC2)n1,?
Cc1ccc(C(=O)O)cc1NS(=O)(=O)c1ccc2c(c1)oc(=O)n2C,-13%
COc1cccc(NC(=O)COc2cc(C)cc3oc(=O)cc(C)c23)c1,-1%
COc1ccc(C(=O)COC(=O)CCc2ccc(-c3ccccc3)o2)cc1,?
Cc1nn(CC(=O)NCc2cccc(Br)c2)c(=O)c2cccn12,-19%
COc1ccc(NC(=O)N2CCc3c(C(=O)NCCCN(C)C)cccc32)cc1,2%
COC(=O)c1ccc(/C=C2\Oc3cc(OC(=O)C(C)(C)C)ccc3C2=O)cc1,19%
O=C(c1cc2cccnn2n1)N1CCOCC1,32µM*

(next part)
Structure,KDM5B inh
O=C(NCC(c1ccc(Cl)cc1)N1CCOCC1)c1ccccc1F (centres undefined),6%
COc1ccc(NC(=O)C2=C(C)C(=O)OC23CCN(C(C)C)CC3)cc1Cl,-10%
Cc1ccc(C(=O)OCc2nnc(-c3ccc(Cl)cc3)o2)s1,-1%
O=C(O)c1cc2ccc(OCCc3ccccc3)cc2[nH]1,11%
Nc1nccnc1C(=O)NCc1ccc(O)cc1,?
COc1cc(/C=C2/CC/C(=C/c3ccc(O)c(OC)c3)C2=O)ccc1O,-27%
COc1ccccc1CC(=O)NC1CCN(c2cc(C(F)(F)F)ncn2)CC1,1%
O=C(Cc1ccccc1)N/N=C/c1ccc[nH]1,1%

(list continues)
Structure,KDM5B inh
COc1ccc(Cl)cc1C(=O)NCc1nnc2ccc(-c3ccc(C)c(C)c3)nn12,32µM*
COCCn1nc2n(c1=O)CCN(C(=O)c1ocnc1C)CC2,-2%
O=C(COc1ncnc2ccccc12)Nc1ccccc1Cl,-6%
Cc1ccc(Cn2c(C3CCN(C(=O)Cc4ccccc4)CC3)n[nH]c2=O)cc1,2%
O=C(NCCCn1nccc1C1CC1)c1ccccc1C1CCNC1 (centres undefined),-26%
COc1cccc(N2CCN(c3ncnc4onc(-c5ccc(Cl)cc5)c34)CC2)c1,?
CCCc1cc(C(=O)N2CC[C@@H]3[C@@H](CCC(=O)N3CC(C)C)C2)ccn1,11%
CCc1ccc(N2C(=O)Nc3ccc(Br)cc3C2(O)C(=O)NCCN(C)C)cc1 (centres undefined),-1%

The list continues.
Structure,KDM5B inh
COc1ccc(-c2nn(-c3ccccc3)cc2CN2CCN(C)CC2)c(F)c1,-26%
CC1CN(C(=O)NCc2ccccc2)c2cc(Cl)ccc2O1 (centres undefined),1%
CCCN1C(=O)Cc2ccccc2C1C(=O)NCc1ccccc1Cl (centres undefined),-9%
Cc1cccc(NC(=O)CN(C)S(=O)(=O)c2cccc3cccnc23)c1C,39%
O=c1n(CC2CC2)nc2n1CCN(S(=O)(=O)c1cnc[nH]1)CC2,0%
COC(=O)c1cc(OC)ccc1OCC(=O)NCC(F)(F)F,?
COc1ccc(-n2c(=O)c3c(c4cc(OC)ccc4n3C)n(CC(=O)N3CCCC3)c2=O)cc1,199%[activator]
C#CCNC(=O)C(C#N)C(=O)CCc1ccc2ccccc2c1 (centres undefined),-5%

Continued:
Structure,KDM5B inh
Cc1cc2c(n1-c1ccc(C(=O)NCCc3ccc(Cl)cc3)cc1)CCC(C)C2 (centres undefined),?
Cc1cccc(OC(C)C(=O)Nc2ccc3c(c2)OCCO3)c1 (centres undefined),13%
O=C(NCc1ccc(Cl)cc1)c1cccc(-c2ccc(S(=O)(=O)N3CCCCC3)cc2)c1,-9%
CC(Oc1ccccc1)C(=O)N1CCN(Cc2cc(=O)n3nc(-c4ccccc4Cl)sc3n2)CC1 (centres undefined),-9%
CN1C[C@]2(C=C3CCCCC3n3c(=O)n(-c4ccccc4)c(=O)n32)N(C(=O)OCc2ccccc2)C1=NC(=O)c1ccccc1 (some centres undefined),17%
Cc1ccc(-c2nc3c4ccccc4[nH]c(=O)n3n2)cc1,2%
O=C(O)c1ccc(F)c(S(=O)(=O)N2CCC2)c1,-5%
COc1ccc2nc(Nc3ncc4c(n3)CC(C)CC4=O)nc(C)c2c1 (centres undefined),-14%

Further records follow:
Structure,KDM5B inh
O=C(c1cccnc1)N(Cc1ccccc1)Cc1cc2ccccc2[nH]c1=O,-14%
COc1ccc2c(c1)c1c(c(=O)n(-c3ccc(OC)c(OC)c3)c(=O)n1Cc1ccccc1C)n2C,?
CC(C)NC(=O)N(C1CC1)C1CCOC2(CCN(C(=O)C3CCCC3)CC2)C1 (centres undefined),23%
CCOc1ccccc1Oc1coc2cc(OCC(=O)N3CCCCCC3)ccc2c1=O,-7%
COc1ccc(Cl)cc1NC(=O)CSc1nc2ccccc2nc1N1CCCCC1,?
Cc1ccc(S(=O)(=O)N(CC(=O)Nc2ccc(C(C)C)cc2)Cc2ccccc2)cc1,-4%
O=C(Nc1ccccc1OCc1cc(=O)n2ccccc2n1)c1cccc(Br)c1,-1%
COC(=O)[C@H](Cc1c[nH]c2ccccc12)NC(=O)Nc1ccccc1OC,-4%

Next structures
Structure,KDM5B inh
Cc1ccsc1C(=O)NCC1(C)CCOCC1,7%
COc1cccc(COC2CN(C(=O)CCc3scnc3C)CC(=O)N(Cc3ccccn3)C2)c1 (centres undefined),0%
COc1cc(OC)c(OC)cc1CNC(=O)c1cc(=O)[nH]c2ccccc12,15%
CCOC(=O)c1cc(NC(C)=O)cc(C(=O)OCC)c1,21%
O=C(c1nc2c(o1)CCN(Cc1cc(F)ccc1F)CC2)N1CCOCC1,4%[86.2 µM]
COC(=O)C1CN(C2CCCC2)CCS(=O)(=O)N1Cc1cn(Cc2ccc(F)cc2)nn1 (centres undefined),-5%
O=C(Cn1ccn2nc(-c3ccccc3)c(CO)c2c1=O)NCc1ccc2c(c1)OCO2,32µM*
COc1c(Cl)cc(Cl)cc1CNCCSc1nnnn1C,-9%

Later entries.
Structure,KDM5B inh
CCc1cc(=O)oc2c(C)c(OCC(=O)NCCCn3ccnc3)ccc12,?
CN(C)C(=O)c1ccnc(-c2nnc3ccc(N(C)Cc4ccccc4)nn23)c1,-46%[86.2 µM]
CCN1CCN(Cc2c(O)ccc3c(C)c(-c4ccc(OC)cc4)c(=O)oc23)CC1,?
CC1CN(c2ccc(NC(=O)c3ccco3)cc2C(=O)O)CC(C)O1 (centres undefined),-4%
c1ccc(N2CCSC2c2cccs2)cc1 (centres undefined),5%
Cc1ccc2nc(-c3cccc(NC(=O)c4ccc(Br)o4)c3)oc2c1,6%&0%
CCC(C)NC(=O)C1(c2ccc(NS(=O)(=O)CC)cc2)CCCCC1 (centres undefined),-9%
CCn1c(-n2nc(C)c(C)c2C)nc2c1c(=O)n(CCN1CCCCC1)c(=O)n2C,-12%

(more compounds)
Structure,KDM5B inh
Cc1ccc(CNC(=O)CCCn2nc(C)n3c(cc4sccc43)c2=O)cc1,-2%
Nc1nc(Nc2ccccc2F)nc(NCc2ccccc2)c1[N+](=O)[O-],28%
O=C(NCCNc1cccnc1)C1CCC(=O)N(C2CC2)C1 (centres undefined),?
COc1ccc(NC(=O)N[C@H]2[C@H](O)[C@@H](N3CCOCC3)[C@@H]3OC[C@H]2O3)cc1,-7%[86.2 µM]
CCN(CC)CCNC(=O)Nc1ccc2c(c1)N(Cc1ccccc1)C(=O)c1ccccc1S2,-2%
CCN(c1ccccc1)S(=O)(=O)c1cc(C(=O)NCc2ccco2)ccc1C,-19%
Cc1ccccc1NC(=O)CSc1ccc(-c2ccccn2)nn1,?
Cc1ccsc1CN(C(=O)COc1ccc(Br)cc1)C1CCS(=O)(=O)C1 (centres undefined),1%

(list continues)
Structure,KDM5B inh
O=C1NCCCCCCN(Cc2ccncc2)[C@@H]2CN(C3CCC3)CC[C@H]12,?
CN1CCc2c(c(N3CCOCC3)nc3sc(C(=O)N4CCOCC4)c(N)c23)C1,?
CC(C)C(=O)NCc1ccc(C(=O)N2CCC3(CCNCC3)CC2)cc1,-27%
CCC(=O)Nc1cccc(C(=O)OC)c1,14%
CCc1ccccc1N(CC)C(=O)c1c(C)oc2ncnc(N3CCOCC3)c12,10%
COc1ccc(CNC(=O)c2cc3cccc(OC)c3oc2=N)cc1,-14%
COc1ccccc1N1CCN(C(=O)Cn2ncc3c2-c2cc(C)ccc2OC3)CC1,12%&8%
CCN(C(=O)C1CCCC1)C1CC1,7%

(further entries)
Structure,KDM5B inh
Cc1cc(C)c(N)c([N+](=O)[O-])c1,24%
CC(=O)N1CCN([C@H]2[C@@H]3OC[C@@H](O3)[C@@H](NCc3ccc(CO)o3)[C@@H]2O)CC1,14%[86.2 µM]
CCC(C)NC(=O)CN1C(=O)c2cccnc2Sc2ccccc21 (centres undefined),-13%
Cc1ccc(C2Cn3cnc(C(=O)N4CCC(C(=O)NCc5cc(F)ccc5F)CC4)c3CO2)cc1 (centres undefined),-6%
Cc1ccc(OCCSc2nc3ccccc3n2CCC(=O)O)cc1C,-20%
Cc1[nH]c2ccccc2c1C(C(=O)O)N1CCN(c2nsc3ccccc23)CC1 (centres undefined),?
O=C(Nc1ccc(-c2noc(-c3ccccc3Br)n2)cc1)c1ccc(Br)o1,8%
COCCNc1ccc(-c2nc(-c3ccco3)no2)cc1[N+](=O)[O-],-6%
COc1ccc(-c2ccc3nc(-c4cc5c(cc4Br)OCO5)oc3c2)c(OC)c1OC,i
CCOc1ccc(NC(=O)Cn2c(C)cc3ccccc3c2=O)cc1,-21%
O=c1c2c(CO)c(-c3ccccc3)nn2ccn1CCc1ccccc1,-21%

A stretch from the list above:
Structure,KDM5B inh
O=C(Nc1ccc(-c2noc(-c3ccccc3Br)n2)cc1)c1ccc(Br)o1,8%
COCCNc1ccc(-c2nc(-c3ccco3)no2)cc1[N+](=O)[O-],-6%
COc1ccc(-c2ccc3nc(-c4cc5c(cc4Br)OCO5)oc3c2)c(OC)c1OC,i
CCOc1ccc(NC(=O)Cn2c(C)cc3ccccc3c2=O)cc1,-21%
O=c1c2c(CO)c(-c3ccccc3)nn2ccn1CCc1ccccc1,-21%

Screens from PubChem.
